# High-throughput results deposited in PubChem by Broad Institute.
# C2C12 statin = suppressors of statin myotoxicity in C2C12 myotubes, primary screen, cell-based, single point, plate reader. C2C12 myotubes + simvastatin, ATP luminescence, 48 h; scaled: DMSO 0, geranylgeraniol control 100. rescue of ATP level, % at 7.49 µM. actives 0.78% (n = 330,000);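 active means mean ATP rescue above about 67%, or every replicate alone reaching that limit, limit read from the data, passing the limit was not always enough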;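 further: myotubes were challenged with 10 µM simvastatin during compound exposure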
# CASP6 VEID inh = human caspase-6 inhibitors, primary screen, biochemical, VEID-R110 fluorescence, single point, set 2; actives 0.53% (n = 350,000); purified caspase-6, Z-VEID-R110 cleavage fluorescence; inhibition, % at 12.5 µM; P55212;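 active means mean inhibition across replicates at least about 35%, with every replicate also reaching that limit, limit read from the data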;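 further: 0% = median of neutral control wells and 100% = no fluorescence left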
# Target sequence (P55212 24-179 limits assumed): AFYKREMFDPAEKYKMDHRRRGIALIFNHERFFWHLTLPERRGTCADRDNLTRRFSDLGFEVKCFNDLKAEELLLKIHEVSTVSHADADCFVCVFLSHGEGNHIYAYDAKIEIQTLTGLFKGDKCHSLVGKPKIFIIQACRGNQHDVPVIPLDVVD
# Target sequence (P55212 194-293 limits assumed): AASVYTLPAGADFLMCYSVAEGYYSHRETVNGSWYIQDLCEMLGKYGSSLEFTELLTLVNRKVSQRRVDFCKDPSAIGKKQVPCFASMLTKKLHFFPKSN
# FN deposition inh = inhibitors of fibronectin matrix deposition, primary screen, AH1F cells, Alexa488-fibronectin fluorescence, plate reader | AH1F fibroblasts, overnight | inhibition, % at 12.6 µM | actives 0.086% (n = 350,000);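 active means mean inhibition across replicates of 30% or more, regardless of how many single replicates reach that level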;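 further: positive control wells lacked labelled fibronectin entirely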
#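 Material: AH1F fibroblasts assembling fluorescent fibronectin matrix; amount: 10000 AH1F cells/well; medium: DMEM, 2% serum; reagent: Alexa488-fibronectin, 24 nM final in well; dosing: single compound dose, delivered by pin transfer; incubation: 1 h adhesion, overnight exposure; detection: fluorescence after three HBSS washes, excitation 485 nm, emission 525 nm; measure: fibronectin deposition inhibition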
# S100A4 MyoIIA = inhibitors of S100A4-myosin IIA peptide binding, primary screen, biochemical, fluorescence polarization, TAMRA-MyoIIA peptide. actives 0.14% (n = 360,000). inhibition, % at 10.7 µM;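 active means mean inhibition of at least 70% across replicates, with every replicate also reaching that level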
# Target sequence (P26447 whole entry, looked up): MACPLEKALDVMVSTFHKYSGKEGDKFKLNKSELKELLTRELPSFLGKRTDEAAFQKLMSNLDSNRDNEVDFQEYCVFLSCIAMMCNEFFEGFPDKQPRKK
#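 Assay system: human S100A4 monomer with TAMRA-labelled myosin IIA peptide / Buffer or medium: Calcium-containing HEPES buffer, pH 7.2 / Reagent: TAMRA-labelled myosin IIA heavy-chain peptide probe, 5 nM / Compound: one dose per compound / Timing: polarization read 5 min after assay mix addition, stable 5–60 min / Benchmarks: neutral control DMSO, positive control TFP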
# esBAF inh = Bmi1 luciferase reporter increase in mESCs, primary screen, esBAF inhibitor project, mouse ES cells, Bmi1 luciferase knock-in, single point. 24 h; 100% = twice the neutral-well signal. reporter increase, % at 12.5 µM. actives 2% (n = 350,000). AID 602393, 2012; in the data active means activation above about 40%;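 further: 0% = median of the plate's neutral control wells and 100% = double that signal; a rise in the Bmi1 reporter signal indicates esBAF inhibition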
# LGR2 inh = inhibitors of bursicon-induced LGR2 CRE-luciferase signal, primary screen, cell-based, HEK293, CRE-luciferase reporter, bursicon stimulation | Drosophila bursicon receptor LGR2 (rickets) | bursicon-stimulated, 4 h | inhibition, % at 9.99 µM | actives 0.35% (n = 380,000);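 active means drop in luminescence signal, shown as inhibition above about 50% in the replicate tests, limit read from the data, passing the limit was not always enough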;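 further: agonist challenge used bursicon conditioned medium at about half maximal strength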
# SIRT5 block = SIRT5 desuccinylase inhibitors, primary screen, biochemical, fluorescence imaging, single point, set 5. inhibition, % at 15 µM. actives 1.1% (n = 330,000). Purified SirT5, succinyl-peptide AMC, trypsin-coupled fluorescence; in the data active means inhibition above about 15%
# Target sequence (Q9NXA8 whole entry, looked up): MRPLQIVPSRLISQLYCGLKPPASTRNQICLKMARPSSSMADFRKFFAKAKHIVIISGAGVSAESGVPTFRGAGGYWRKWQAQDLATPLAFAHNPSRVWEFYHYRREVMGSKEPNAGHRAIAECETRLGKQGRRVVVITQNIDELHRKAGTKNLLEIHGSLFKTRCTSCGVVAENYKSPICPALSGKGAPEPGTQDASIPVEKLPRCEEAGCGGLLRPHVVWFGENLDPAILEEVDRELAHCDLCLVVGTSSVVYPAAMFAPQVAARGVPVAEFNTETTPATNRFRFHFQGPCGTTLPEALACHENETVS
# The depositor's hits bear a star; nt = not tested or not shown; & = joins results of further samples. Not all compounds are listed; the hit share may differ from the screen's.
SMILES,C2C12 statin,CASP6 VEID inh,FN deposition inh,S100A4 MyoIIA,esBAF inh,LGR2 inh,SIRT5 block
O=C(Nc1nnc(-c2cccc(F)c2)s1)Nc1ccccc1F,nt,-1,-3,1,nt,-31,-5
Cc1cccc(C)c1-n1nnnc1C(c1ccnc2ccccc12)N(CCC#N)Cc1ccccc1 (configuration not stated),nt,-2,-6,10,nt,14,-14
C=CCC(=O)N1CCCC(CO)(Cc2ccc(F)cc2F)C1 (configuration not stated),-5,-4,2,-2,6,1,5
CC(=O)c1cccc(S(=O)(=O)N2CCC(C(=O)O)(c3ccccc3)CC2)c1,29,2,-4,0,0,0,-4
CC(C)(C)[S@@](=O)N1Cc2cc(C(=O)NCc3ccncc3)nc(-c3cccc(-c4ccncc4)c3)c2[C@H]1CCO,5,-3,9,0,3,-2,-1
COc1ccc(Cl)cc1C(=O)NCC#N,-2,nt,-1,nt,-12,nt,nt
C[C@H]1CN([C@@H](C)CO)C(=O)c2cccc(NC(=O)CCCCCC(=O)Nc3ccccc3N)c2O[C@@H]1CN(C)C(=O)Nc1ccc2c(c1)OCO2,nt,2,13,6,nt,-5,2
O=C(COc1ccccc1F)N1CCc2ccccc2C1,19,1,-6,0,23,-2,-1
Cc1cccc(N2CCN(C(=O)C3CCN(S(=O)(=O)c4c(C)noc4C)CC3)CC2C)c1 (configuration not stated),nt,2,0,-3,nt,10,-2
C[C@@H]1CN([C@@H](C)CO)C(=O)c2cc(C#Cc3cccnc3)cnc2O[C@H]1CN(C)Cc1ccccc1,23,0,6,1,nt,-2,5
C[C@H]1CN([C@@H](C)CO)C(=O)c2cc(C#CCN(C)C)cnc2O[C@H]1CN(C)C(=O)Cc1cccnc1,3,-1,-2,6,4,-4,-4
CO[C@@H]1CC[C@H]2CCN(C)C(=O)[C@H](C)CN(C)C(=O)c3cc(C#N)ccc3OC[C@@H]1O2,-12,0,-5,-3,4,16,-2
COc1ccc(-c2ccc3nccn3c2)cc1,-5,-2,-7,-1,45*,-28,nt
OCCC1CN(Cc2cnc(-c3ccccc3)s2)CCN1Cc1ccccc1 (configuration not stated),3,-1,0,0,6,17,-1
CCOC(=O)c1c(NC(=O)c2ccc(S(=O)(=O)N3CCOCC3)cc2)sc2c1CC(C)(C)NC2(C)C,-3,-5,4,-1,-3,2,-2
CC1CCCC(C)N1/N=C/c1cc(Br)cc(Br)c1O (configuration not stated),3,nt,3,nt,-6,-4,nt
N#Cc1cccc(-c2ccc3c(c2)[C@H]2[C@H](CCN2Cc2ccc4c(c2)OCO4)[C@H](CO)N3)c1,64,-1,2,0,23,0,3
COc1ccccc1-c1ccc2n(c1=O)C[C@H]1[C@H](CO)[C@@H](C(=O)Nc3nccs3)N(C)[C@@H]21,nt,0,nt,-5,nt,10,-4
Cc1ccccc1C(=O)N1CCN(C(=O)C(=O)c2cccc(C(F)(F)F)c2)CC1,nt,1,-7,0,nt,-1,nt
COc1cccc(-c2nc(-c3ccc(C(=O)O)cc3)no2)c1,-41,2,0,3,8,nt,-3
CC1CCN(C(=O)CSc2nnc(-c3ccco3)o2)CC1,-2,4,3,-2,15,-9,nt
CCOc1cc(C=O)cc(Cl)c1OCC(N)=O,5,2,2,3,-7,12,2
CCN(C(=O)COC(=O)c1[nH]c(=O)[nH]c(=O)c1N)c1ccccc1,3,9,7,0,4,2,-3
COC(=O)N/N=C\c1ccc(OC/C=C/c2ccccc2)c(OC)c1,-18,2,nt,-3,3,1,-1
CNC[C@H]1OCCCC[C@@H](C)Oc2ccc(NS(=O)(=O)c3ccccc3)cc2C(=O)N([C@H](C)CO)C[C@H]1C,27,-2,nt,17,-1,17,-1
O=C(Nc1ccccc1)N1CCCCN2[C@H](CO)[C@@H](c3ccc(-c4ccccc4)cc3)[C@@H]2C1,nt,0,nt,8,nt,-24,-4
CCN(CC(=O)NC1CCS(=O)(=O)C1)S(=O)(=O)c1ccccc1Cl (configuration not stated),nt,-10,0,0,nt,-8,-1
CC1CCN(S(=O)(=O)c2cccc(C(=O)NC3CCCCC3)c2)CC1,-9,3,1,-2,-5,4,0
COc1cc(CCC(=O)N2CCN(S(=O)(=O)c3ccc(C)cc3)CC2)cc(OC)c1OC,10,0,-6,-2,-3,3,0
[N-]=[N+]=NCc1ccccc1C[C@]1(C(N)=O)N=C(c2ccc(OCCCO)cc2)O[C@H]1c1ccccc1,nt,-2,nt,2,nt,nt,3
COCc1cc(N2CCNC[C@@H]2C)ccc1N1CCS(=O)(=O)CC1,nt,1,11,-17,nt,-4,1
Cc1ccc(/C=N/NC(=O)c2n[nH]c3c2CCCC3)cc1,nt,-4,-11,6,nt,-21,-6
COc1ccc(-c2nc(CN3CCN(c4ccccc4OC)CC3)c(C)o2)cc1,nt,-5,5,4,nt,2,-2
O=S(=O)(c1ccc(Cl)s1)N1CCN(C/C=C/c2ccccc2)CC1,0,nt,10,nt,-9,nt,nt
CSc1ccc(CNC(=O)c2c(C)noc2C)s1,-5,1,-4,3,-2,9,0
CSCC(=O)N1CCC(Oc2cccc(C(=O)NCc3ccccn3)c2)CC1,-6,1,-36,0,-3,0,-1
Cc1nc2cc(NC(=O)N3c4ccccc4CC3C)ccc2n1C (configuration not stated),-76,-1,nt,4,-43,12,-1
Oc1ccc(Nc2nc(-c3ccccc3O)nc3ccccc23)cc1,-42,nt,7,-1,-6,-3,-1
CC(C)n1cc(CN2CCCC(CNS(=O)(=O)c3cccc4cccnc34)C2)cn1 (configuration not stated),-10,-4,1,-7,4,-4,1
CC(C)(Oc1ccc(Cl)cc1)C(=O)OCC(=O)NCCc1ccc(S(N)(=O)=O)cc1,-8,4,0,-5,-5,0,-3
O=C1C2C3C=CC(C2C(=O)N1c1ccc(O)cc1)C1C2C(=O)N(c4ccc(O)cc4)C(=O)C2C31 (configuration not stated),5,17,-1,-3,-3,4,3
COC(=O)c1cc(C(=O)Cc2ccccc2)c[nH]1,nt,2,-8,6,nt,-3,-2
CC1CC(C)CN(C(=O)CN2CCN(Cc3ccc(Cl)cc3)C2=O)C1 (configuration not stated),5,nt,2,nt,3,nt,nt
C/C(=N\NC(=S)NC(C)C)c1ccc2c(c1)OCCO2,nt,2,4,0,nt,-36,-6
C[C@H]1CN([C@@H](C)CO)S(=O)(=O)c2ccc(C#Cc3ccccc3)cc2O[C@H]1CN(C)C(=O)Nc1ccccc1,-26,-1,nt,2,1,8,5
CN(C)S(=O)(=O)c1cccc(-n2sc3ccccc3c2=O)c1,-8,-2,11,3,37,-7,nt
CCOC(=O)N1CCN(C(=O)COC(=O)c2oc3ccc(OC)cc3c2C)CC1,nt,8,6,1,nt,-16,-4
COc1cccc(N(CC(=O)N2CCOCC2)S(C)(=O)=O)c1,2,-2,15,0,-3,nt,2
COCCN1Cc2cc(C(=O)OC)c3c(c2C1=O)c1cc(F)ccc1n3S(=O)(=O)c1cccc(C)c1,nt,3,1,-2,nt,-4,nt
CCCS(=O)(=O)NC(=O)C1(C)CCCN(C(=O)c2ccc(C(=O)OC)cc2)C1 (configuration not stated),1,1,5,0,6,17,1
CCOC(=O)[C@]12CCCC=C1N(Cc1cccc3ccccc13)C(=O)[C@H](CC(=O)N1CCN(C(=O)c3ccco3)CC1)C2,nt,5,-1,-5,nt,11,4
COc1ccc(OCC(O)CNC(C)c2ccccc2)cc1 (configuration not stated),12,nt,-8,-1,-3,-18,0
CO/N=C/c1ccc(N2CCN(C(=O)c3ccc(C)cc3)CC2)c([N+](=O)[O-])c1,4,nt,-16,nt,2,nt,nt
CO[C@@H]1CN(C)C(=O)c2cc(NC(C)=O)ccc2OC[C@H](C)N(Cc2cncnc2)C[C@@H]1C,-6,11,-1,13,1,-2,-5
C/C(=N\NC(=O)c1nnn(-c2nonc2N)c1-c1ccc2c(c1)OCO2)c1ccccc1,5,-4,-2,-1,-13,3,-1
COc1ccccc1NC(=O)COC(=O)C1=NN(c2ccccc2)C(=O)CC1,2,-1,-2,12,-2,-1,-3
CC(C)C[C@@H](CNCC(=O)[C@H](CC(C)C)NC(=O)c1[nH]cnc1C(=O)N[C@H](CN)CC(C)C)NC(=O)c1nc[nH]c1C(=O)N[C@@H](CC(=O)O)C(=O)O,-1,-3,-5,6,1,-16,-4
COc1cc(O)c2c(c1)OC(c1ccc(O)cc1)CC2=O (configuration not stated),0,5,nt,-3,1,nt,nt
Cc1cc(C)c(NC(=S)N(CCCN2CCOCC2)Cc2cccnc2)c(C)c1,6,0,2,12,-1,1,3
CC(C)(Oc1ccc(Cl)cc1)C(=O)Nc1cccc(S(=O)(=O)NC2=NCCC2)c1,-1,0,-5,0,-2,nt,7
C=CCOC(=O)C1=C[C@H](c2csc3ccccc23)C[C@H](OCCCCO)O1,2,0&3,3,15&30,-1,-10,2&-7

# A draw from above in order of length of the SMILES, largest number first.
SMILES,C2C12 statin,CASP6 VEID inh,FN deposition inh,S100A4 MyoIIA,esBAF inh,LGR2 inh,SIRT5 block
C[C@H]1CN([C@@H](C)CO)C(=O)c2cccc(NC(=O)CCCCCC(=O)Nc3ccccc3N)c2O[C@@H]1CN(C)C(=O)Nc1ccc2c(c1)OCO2,nt,2,13,6,nt,-5,2
CC(C)(C)[S@@](=O)N1Cc2cc(C(=O)NCc3ccncc3)nc(-c3cccc(-c4ccncc4)c3)c2[C@H]1CCO,5,-3,9,0,3,-2,-1
O=C1C2C3C=CC(C2C(=O)N1c1ccc(O)cc1)C1C2C(=O)N(c4ccc(O)cc4)C(=O)C2C31 (configuration not stated),5,17,-1,-3,-3,4,3
COCCN1Cc2cc(C(=O)OC)c3c(c2C1=O)c1cc(F)ccc1n3S(=O)(=O)c1cccc(C)c1,nt,3,1,-2,nt,-4,nt
COc1cc(CCC(=O)N2CCN(S(=O)(=O)c3ccc(C)cc3)CC2)cc(OC)c1OC,10,0,-6,-2,-3,3,0
Cc1cccc(C)c1-n1nnnc1C(c1ccnc2ccccc12)N(CCC#N)Cc1ccccc1 (configuration not stated),nt,-2,-6,10,nt,14,-14
Cc1ccccc1C(=O)N1CCN(C(=O)C(=O)c2cccc(C(F)(F)F)c2)CC1,nt,1,-7,0,nt,-1,nt
CC(C)n1cc(CN2CCCC(CNS(=O)(=O)c3cccc4cccnc34)C2)cn1 (configuration not stated),-10,-4,1,-7,4,-4,1
COc1ccccc1NC(=O)COC(=O)C1=NN(c2ccccc2)C(=O)CC1,2,-1,-2,12,-2,-1,-3
CC1CC(C)CN(C(=O)CN2CCN(Cc3ccc(Cl)cc3)C2=O)C1 (configuration not stated),5,nt,2,nt,3,nt,nt
Oc1ccc(Nc2nc(-c3ccccc3O)nc3ccccc23)cc1,-42,nt,7,-1,-6,-3,-1
CC1CCCC(C)N1/N=C/c1cc(Br)cc(Br)c1O (configuration not stated),3,nt,3,nt,-6,-4,nt
O=C(COc1ccccc1F)N1CCc2ccccc2C1,19,1,-6,0,23,-2,-1
